BCLXL inh: blocks human Bcl-xL binding to Bim BH3 peptide; Q07817; GST-Bcl-xL / FITC-Bim BH3 peptide fluorescence polarization; inhibition, % at 10.9 µM; actives 0.7% (n = 320,000); AID 2129;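 active means inhibition above the mean of all tested compounds plus 3 SD, cutoff set per campaign, cut at about 30% in these data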;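 further: 0% = DMSO wells and 100% = unlabeled Bim-BH3 peptide competitor; inhibitors lower millipolarization by displacing the labeled peptide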
MEX-5 binding: C. elegans MEX-5 TCR-2 RNA binding activity | MEX-5/FITC-TCR2 RNA binding, fluorescence polarization; active compounds read low | activity score (negative = inhibition of binding), % at 10 µM | actives 0.38% (n = 300,000) | AID 1832;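 active means inhibition past about -25% in most replicates, and total fluorescence under double the plate's negative control median, limit read from the data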;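 further: 0% = DMSO and -100% = 5 µM competing unlabeled TCR2 RNA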
AHR act: activates the human aryl hydrocarbon receptor; AHR-responsive luciferase reporter cells, luminescence; activation, % at 5 µM; actives 2.5% (n = 320,000); AID 2796; in the data active means activation above about 47%;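 further: 0% = vehicle wells and 100% = reference agonist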
PAFAH1B2 FP inh: inhibitors of human PAFAH1B2; P68402; recombinant PAFAH1B2, FP-rhodamine activity probe, fluorescence polarization; inhibition, % at 3.39 µM; actives 1.2% (n = 340,000); AID 492953;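 active means inhibition above the mean of all tested compounds plus 3 SD, cut at about 24% in these data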;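 further: 0% = enzyme with DMSO and 100% = wells lacking PAFAH1B2; many of its hits are not listed in these tables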
PME-1 inh: blocks human protein phosphatase methylesterase 1; Q9Y570; recombinant PME-1, FP-Rh probe fluorescence polarization; inhibition, % at 5.9 µM; actives 0.53% (n = 320,000); AID 2130;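 active means inhibition above the campaign mean of all compounds plus 3 SD, cut at about 26% in these data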;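 further: competitive labeling of PME-1 active site by serine hydrolase directed probe; 0% = PME-1 with DMSO and 100% = wells lacking PME-1 enzyme; inhibitors block probe labeling so polarization falls and inhibition rises; many of its hits are not listed in these tables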
Target sequence (Q9Y570 whole entry, looked up): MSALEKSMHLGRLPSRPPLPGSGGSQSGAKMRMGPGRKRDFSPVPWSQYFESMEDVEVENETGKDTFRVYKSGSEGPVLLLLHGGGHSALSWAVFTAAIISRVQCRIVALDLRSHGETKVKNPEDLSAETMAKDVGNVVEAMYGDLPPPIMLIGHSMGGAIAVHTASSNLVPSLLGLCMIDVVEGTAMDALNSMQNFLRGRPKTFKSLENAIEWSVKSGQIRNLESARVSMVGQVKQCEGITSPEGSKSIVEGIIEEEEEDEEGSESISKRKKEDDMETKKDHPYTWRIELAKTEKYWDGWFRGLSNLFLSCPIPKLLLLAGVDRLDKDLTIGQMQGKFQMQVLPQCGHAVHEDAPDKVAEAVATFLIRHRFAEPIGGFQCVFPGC
GLD-1 RNA inh: GLD-1-TGE RNA interaction inhibition (C. elegans); Q17339; purified GLD-1 + fluorescein TGE RNA, fluorescence polarization; inhibition, % at 5.96 µM; actives 0.44% (n = 320,000);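 active means percent inhibition above a per-plate cutoff, the plate mean of test compounds plus 3 SD, cut at about 30% in these data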;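 further: 0% = DMSO wells with GLD-1 and probe and 100% = wells lacking GLD-1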
Target sequence (Q17339 whole entry, looked up): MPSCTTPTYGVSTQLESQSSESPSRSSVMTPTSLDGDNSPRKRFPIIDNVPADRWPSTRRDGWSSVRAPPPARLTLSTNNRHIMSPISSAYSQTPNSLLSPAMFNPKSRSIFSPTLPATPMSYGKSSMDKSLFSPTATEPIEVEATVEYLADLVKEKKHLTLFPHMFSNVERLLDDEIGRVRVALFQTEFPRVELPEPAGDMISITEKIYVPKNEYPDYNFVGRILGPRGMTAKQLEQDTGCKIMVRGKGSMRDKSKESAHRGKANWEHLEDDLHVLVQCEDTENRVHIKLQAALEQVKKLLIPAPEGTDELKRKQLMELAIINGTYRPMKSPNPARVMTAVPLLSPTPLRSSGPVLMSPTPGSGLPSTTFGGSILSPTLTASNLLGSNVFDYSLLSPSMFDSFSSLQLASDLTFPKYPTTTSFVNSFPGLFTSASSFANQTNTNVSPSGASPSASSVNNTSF
pPAFAH inh: pPAFAH (human) enzyme inhibition; inhibition, % at 3.39 µM; Q13093; recombinant pPAFAH, FP-rhodamine probe fluorescence polarization; actives 1.5% (n = 330,000); AID 463082;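 active means inhibition above the mean inhibition across the screen plus 3 SD, cut at about 25% in these data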;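 further: inhibitors block binding of the rhodamine activity-based probe so polarization drops; 0% = enzyme with DMSO and 100% = wells lacking pPAFAH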
Fam108B counter: counter-screen for RBBP9 inhibitors: inhibitors of mouse Fam108B | actives 0.33% (n = 300,000) | inhibition, % at 9.51 µM | recombinant Fam108B, FP-Rh probe fluorescence polarization;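 active means inhibition above the screen mean inhibition plus 3 SD, computed separately per campaign, cut at about 18% in these data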;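 further: inhibitors lower polarization as less probe binds the enzyme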
MCL1 BIM primary: MCL1-BIM-BH3 interaction inhibition (human) | GST-MCL1 / FITC-Bim-BH3 fluorescence polarization | actives 0.68% (n = 320,000) | inhibition, % at 10.9 µM | AID 2057;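 active means inhibition above the mean inhibition of all tested compounds plus 3 SD, set per campaign, cut at about 40% in these data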;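 further: 0% = DMSO wells and 100% = unlabeled Bim-BH3 peptide control; higher means more loss of mP so more displacement of Bim peptide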
Starred values were filed as active, the others as inactive; / = not tested or not shown.

SMILES	BCLXL inh	MEX-5 binding	AHR act	PAFAH1B2 FP inh	PME-1 inh	GLD-1 RNA inh	pPAFAH inh	Fam108B counter	MCL1 BIM primary
CN(C(=O)OCc1ccccc1)C(CC(N)=O)C(=O)O (stereo unspecified)	7.5	0.1	0.0	0.3	-1.3	8.8	-0.8	0.6	3.5
CC(=O)c1c(-c2ccccc2)c2cc([N+](=O)[O-])ccc2[nH]c1=O	-1.7	2.5	3.6	12.9	0.7	-4.7	1.9	7.4	-8.7
C/C(=N\N)c1c(-c2ccccc2)c2cc(C)ccc2[nH]c1=O	2.7	1.7	-1.4	0.5	-1.8	0.7	0.9	-2.3	2.6
O=C(CCNc1ccccc1)c1cccc([N+](=O)[O-])c1	1.4	1.6	-5.8	4.1	1.1	7.6	2.2	4.8	-1.2
COc1ccc(-n2nc([N+](=O)[O-])c(=NCc3ccco3)n2O)cc1	4.1	-0.2	10.1	0.7	1.9	3.5	0.5	-1.9	6.4
O=C(NCc1ccco1)C1CCCCC1	2.8	-0.7	-0.9	-0.1	-3.8	0.1	4.5	1.7	-0.3
O=C(Nc1ccccc1C(F)(F)F)c1ccc(CN2CCC(Cc3ccccc3)CC2)cc1	0.3	2.0	-1.7	-5.4	1.8	17.0	0.0	-4.2	9.2
O=C(CSc1nc2ccccc2[nH]1)Nc1nc(-c2cccc(Br)c2)cs1	-0.8	2.5	64.5*	4.0	-66.2	6.0	-25.8	-27.4	-4.2
CC1CCN(c2nc3c(N)ncnc3n2[C@@H]2O[C@H](CO)[C@@H](O)[C@H]2O)CC1	0.5	0.6	0.5	2.2	-2.3	5.0	-0.3	-1.0	-0.8
Cc1ccccc1OCc1nc(-c2cccnc2)no1	6.6	-3.1	3.3	0.0	-6.2	-10.6	8.6	-0.9	-3.5
COc1ccc(C(=O)Nc2cccc(S(C)(=O)=O)c2)cc1	9.0	-1.7	67.2*	1.1	-2.9	3.3	2.4	0.0	7.5
Cc1ccc(C(=O)CCC2CCCC2=O)cc1 (stereo unspecified)	0.7	1.8	1.5	3.6	2.7	0.5	4.3	6.9	0.8
O=C1NC(c2cccs2)Nc2ccccc21 (stereo unspecified)	5.0	-1.8	51.9*	7.0	-3.2	1.3	-0.3	0.0	-2.4
O=[N+]([O-])c1cccc(/C=N/Nc2nc(C(Cl)(Cl)Cl)nc3ccccc23)c1	-2.8	-1.1	54.1*	-0.2	0.7	6.0	0.1	6.3	2.5
O=C(CNC(=O)C1COc2ccccc2O1)N/N=C/c1ccc([N+](=O)[O-])cc1 (stereo unspecified)	0.6	1.6	-1.8	7.0	-6.5	0.7	3.5	0.0	1.9
COc1cc(CN2CCNC(=O)C2CC(=O)N(C)Cc2ncc[nH]2)cc(OC)c1 (stereo unspecified)	4.5	1.2	0.0	6.2	-2.7	3.1	2.0	3.8	6.7
CCOC(=O)c1ccc(Oc2nc(NC(C)(C)C)nc(N(C)C)n2)cc1	1.8	0.1	-2.1	-0.8	-1.9	2.1	1.6	0.1	-4.0
CC(C)(C)OC(=O)N1CCC(C(=O)NCC2CCCO2)CC1 (stereo unspecified)	4.4	-1.7	0.9	3.8	2.2	3.1	3.6	6.3	2.7
Cc1cc(C)cc(OCCNS(=O)(=O)c2cccs2)c1	7.0	1.9	14.4	5.2	-3.0	2.5	3.1	-0.2	5.1
COc1cccc(NC(=O)C2CCN(c3ncccn3)CC2)c1	0.9	0.8	-0.2	4.8	-5.2	-8.1	-7.2	-2.9	8.4
CCOC(=O)Cc1nnc(NC(=O)C2CCCCC2)s1	-6.4	1.1	-2.1	3.8	6.2	-12.5	1.3	3.5	3.0
CC(C)c1ccc(NC(=O)N2CCOCC2)cc1	2.2	-0.5	3.0	0.2	-5.5	-0.3	-3.5	-2.9	3.5
COc1ccc(N(Cc2ccccc2)C(=O)OC(C)(C)C)c(C(=O)N(C)OC)c1	/	/	-0.3	6.5	/	-3.9	0.7	/	/
O=c1c(N2CCOCC2)coc2ccccc12	1.1	0.0	0.8	-5.2	2.1	-2.9	4.7	0.5	-11.7
O=C(CNS(=O)(=O)c1ccccc1)Nc1ccc(F)cc1F	3.4	2.8	1.4	1.1	1.6	0.9	3.0	-2.0	10.9
CCc1cccc2c(=O)c(C(=O)N3CCOCC3)c[nH]c12	1.0	-3.5	3.0	6.2	2.5	-0.7	0.1	3.6	11.3
CCOCCCNS(=O)(=O)c1ccc(Br)cc1	-12.0	0.4	-0.1	17.3	-4.2	1.9	5.3	3.7	-3.6
CCCn1c(=S)[nH]c2cc(OC)c(OC)cc2c1=O	-1.8	/	42.8	1.5	16.6	3.6	5.3	1.0	1.4
O=[N+]([O-])c1ccc2c(c1)nc1n2CCN(C2CCCCC2)C1	4.4	-1.3	2.5	1.9	-5.8	-6.8	10.1	-1.9	0.1
O=C(CSc1ccccc1)NCC1(N2CCCCC2)CCCCC1	6.5	2.1	0.7	-2.2	-5.0	-0.1	34.1*	-4.0	-0.1
Cc1cc(NC(=O)C2CCCCC2)ccc1NC(=O)c1ccccc1Cl	4.3	0.1	16.4	4.6	-6.8	3.6	-2.1	2.9	-0.1
CC(=O)NC1CCCc2c1cnn2-c1ccc(C(C)(C)C)cc1 (stereo unspecified)	-0.4	1.5	3.2	-2.9	0.5	1.5	4.5	8.2	-0.3
CCCC1(CCC)NC(=O)NC1=O	-2.1	1.5	0.7	4.6	-5.0	3.0	-1.1	1.8	-0.2
O=C(c1cc(COc2ccc(F)cc2F)on1)N1CCOCC1	5.3	-0.9	3.3	5.3	1.9	-0.9	4.2	-0.5	3.7
O=C(NC1CCCCCC1)c1ccc(Br)o1	1.9	-0.4	4.1	9.3	-0.6	-2.6	1.4	-4.0	3.7
Cc1ccc(-c2nnn(CC(=O)N(CC3CCCO3)C(C(=O)NC3CCCC3)c3ccc(F)cc3)n2)o1 (stereo unspecified)	10.6	2.2	1.1	1.1	1.0	5.2	0.1	2.2	1.5
COC(=O)C1=C(NC(=O)COc2ccc(Cl)cc2Cl)CCS1	-0.6	2.0	7.9	-6.3	-2.1	1.0	0.5	2.5	-4.1
N/C(=N\OC(=O)c1ccc(Cl)cc1[N+](=O)[O-])c1cccnc1	-0.7	-0.2	90.3*	9.4	1.4	0.9	2.6	1.4	2.3
O=C(OCc1nc2ccccc2[nH]1)C12CC3CC(CC(C3)C1)C2	0.1	1.4	-0.1	9.0	0.9	-0.6	2.4	1.8	-0.2
Cc1ccccc1-n1c(Cc2cccs2)n[nH]c1=S	-9.3	-1.4	-0.2	15.2	4.3	1.0	-0.2	-1.4	-19.8
Cc1ccc2nc(-c3ccccc3)cc(C(=O)N3CC(C)OC(C)C3)c2c1 (stereo unspecified)	7.7	-0.8	2.4	4.6	-5.7	4.4	-0.6	-0.9	0.9
CC(C)(C)NC(=S)NNC(=O)c1cccc(Br)c1	9.4	-0.3	1.8	7.6	3.9	-3.1	4.1	-0.8	11.2
Cc1c(Cl)cccc1NC(=S)NCc1ccccc1Cl	-1.1	-0.3	4.2	1.9	6.5	-3.9	-1.7	2.0	4.9
CCCc1ccc(Oc2cc(N3CCOCC3)nc(-c3ccccc3)n2)cc1	-1.7	/	3.3	2.8	1.8	-2.6	5.4	-2.5	-5.9
CCCCOc1ccc(C(=O)Oc2ccc(C)nc2)cc1	3.0	-0.4	4.2	3.4	-1.8	5.3	5.2	2.0	3.9
CC(Cc1ccccc1)N/C=C1/CC(=O)NC1=O (stereo unspecified)	1.6	-1.5	-0.6	7.6	-6.9	-4.5	2.0	2.3	1.5
O=C1NC(c2ccccc2Br)=N/C1=C\c1ccco1	14.7	2.4	-1.2	3.8	-2.2	0.5	3.6	5.1	11.5
Cc1sc2ncn(C(C)C(=O)OC3CCCCC3)c(=O)c2c1C (stereo unspecified)	6.3	-0.6	9.5	2.3	4.1	-3.0	-2.5	-0.1	1.5
COC(=O)c1ccc(-c2ccc(/C=N/NC(=O)CC3(C)OCCCO3)o2)cc1	0.0	-2.0	0.5	4.8	-6.7	-0.4	5.0	-1.2	1.9
CS(=O)(=O)N(CC(=O)N1CCC(C(N)=O)CC1)c1ccc(Oc2ccccc2)cc1	5.5	-0.1	-3.9	3.1	7.3	0.6	2.2	2.6	4.5
Cc1cc(C)n2nc(C(=O)Nc3c(C)nn(Cc4ccc(F)cc4)c3C)cc2n1	3.4	4.5	-0.9	7.8	0.0	2.6	-0.8	0.3	1.1
CCc1nc2nc(C)c(NS(=O)(=O)c3ccc4c(c3)CCCC4)c(=O)n2[nH]1	6.4	0.0	-2.1	9.1	3.5	-1.8	0.4	-0.8	8.7
CN(C)c1ccc(C(=O)c2ccc(O)cc2O)cc1	3.1	-0.9	36.2	3.9	-9.2	-5.7	-0.7	2.5	2.4
Cc1ccc(CSCCNC(=O)c2ccc(Cl)c(S(=O)(=O)N3CCOCC3)c2)cc1	2.2	-1.7	-0.5	2.5	3.6	0.0	5.7	-1.5	2.2
CSCCC(NC(=O)c1ccc(C(C)(C)C)cc1)C(=O)O (stereo unspecified)	8.0	-0.4	2.3	7.0	-6.5	4.6	0.9	-0.8	11.4
COC(=O)CSc1nc(C)c(C)c(C)c1C(N)=O	4.4	0.2	3.2	4.7	0.4	3.1	-3.8	-1.0	0.8
CCOc1cccc(C(=O)Nc2ccc(N3CCN(S(C)(=O)=O)CC3)cc2)c1	4.9	0.1	1.9	4.1	0.7	0.3	1.4	-0.7	3.0
CCC(C)c1ccccc1NC(=O)COC(=O)CCc1cc(OC)c(OC)c(OC)c1 (stereo unspecified)	5.1	1.1	2.3	-3.9	11.2	1.5	-4.5	6.8	4.6
C=CCn1c(=S)[nH]c2cc(C(=O)NCCc3ccc(S(N)(=O)=O)cc3)ccc2c1=O	-3.0	/	2.1	-5.7	-5.4	2.9	3.5	/	-5.1
Cn1c(SCc2ccc(Br)cc2)nc2ccccc2c1=O	5.0	-0.2	14.3	0.7	-6.2	5.6	2.9	-5.3	7.2

Whole records, quoted from the list. Order of screens: BCLXL inh | MEX-5 binding | AHR act | PAFAH1B2 FP inh | PME-1 inh | GLD-1 RNA inh | pPAFAH inh | Fam108B counter | MCL1 BIM primary
Record of Cc1sc2ncn(C(C)C(=O)OC3CCCCC3)c(=O)c2c1C (stereo unspecified) → 6.3 | -0.6 | 9.5 | 2.3 | 4.1 | -3.0 | -2.5 | -0.1 | 1.5
Record of COC(=O)CSc1nc(C)c(C)c(C)c1C(N)=O → 4.4 | 0.2 | 3.2 | 4.7 | 0.4 | 3.1 | -3.8 | -1.0 | 0.8
Record of CCc1nc2nc(C)c(NS(=O)(=O)c3ccc4c(c3)CCCC4)c(=O)n2[nH]1 → 6.4 | 0.0 | -2.1 | 9.1 | 3.5 | -1.8 | 0.4 | -0.8 | 8.7
Record of CC(Cc1ccccc1)N/C=C1/CC(=O)NC1=O (stereo unspecified) → 1.6 | -1.5 | -0.6 | 7.6 | -6.9 | -4.5 | 2.0 | 2.3 | 1.5
Record of CCOc1cccc(C(=O)Nc2ccc(N3CCN(S(C)(=O)=O)CC3)cc2)c1 → 4.9 | 0.1 | 1.9 | 4.1 | 0.7 | 0.3 | 1.4 | -0.7 | 3.0

This is a subset; the hit share may differ from the screen's.
